# GPR7 antag: antagonists of human GPR7 (neuropeptides B/W receptor 1) | inhibition, % at 4.4 µM | GPR7-expressing cells, fluorescence antagonist assay | P48145 | 290,000 compounds, 1.1% hits; in the data active = inhibition above about 16%, passing the limit was not always enough;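 note: cells stimulated with the agonist NPW; 0% = agonist with vehicle and 100% = vehicle without agonist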
# GalR3 antag: blocks the human galanin receptor 3. HEK293 GalR3-CNG cAMP membrane potential fluorescence; galR3 body fused to GalR1 C-terminus. inhibition, % at 3 µM. O60755. 360,000 compounds, 0.44% hits;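 active = inhibition above the screen-wide average plus 3 SD, cut at about 13% in these data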;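 note: forskolin and galanin both at EC90 stimulate the cells; cAMP rise reported by CNG channel membrane potential dye signal; 0% = forskolin plus galanin with DMSO and 100% = forskolin alone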
# Target sequence (O60755 1-299 limits assumed): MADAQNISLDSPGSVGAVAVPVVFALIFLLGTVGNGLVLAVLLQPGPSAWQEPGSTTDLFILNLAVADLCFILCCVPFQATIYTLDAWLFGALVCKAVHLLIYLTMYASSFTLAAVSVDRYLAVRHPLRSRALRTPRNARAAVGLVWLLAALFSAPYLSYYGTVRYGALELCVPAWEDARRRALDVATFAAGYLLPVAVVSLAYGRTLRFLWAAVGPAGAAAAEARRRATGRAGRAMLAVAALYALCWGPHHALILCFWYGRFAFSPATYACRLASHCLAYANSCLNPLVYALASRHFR
# OXTR ag: agonists of human oxytocin receptor. P30559. CHO-OTR cells, Fluo-8 calcium fluorescence; normalized: DMSO 0%, oxytocin 100%. activation, % at 3 µM. 320,000 compounds, 0.32% hits. AID 2435;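 active = activation above the mean of all tested compounds plus 3 SD, cutoff set per screening run, cut at about 20% in these data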;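 note: peak over basal fluorescence ratio from a 100 s FLIPR kinetic read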
# Target sequence (P30559 whole entry, looked up): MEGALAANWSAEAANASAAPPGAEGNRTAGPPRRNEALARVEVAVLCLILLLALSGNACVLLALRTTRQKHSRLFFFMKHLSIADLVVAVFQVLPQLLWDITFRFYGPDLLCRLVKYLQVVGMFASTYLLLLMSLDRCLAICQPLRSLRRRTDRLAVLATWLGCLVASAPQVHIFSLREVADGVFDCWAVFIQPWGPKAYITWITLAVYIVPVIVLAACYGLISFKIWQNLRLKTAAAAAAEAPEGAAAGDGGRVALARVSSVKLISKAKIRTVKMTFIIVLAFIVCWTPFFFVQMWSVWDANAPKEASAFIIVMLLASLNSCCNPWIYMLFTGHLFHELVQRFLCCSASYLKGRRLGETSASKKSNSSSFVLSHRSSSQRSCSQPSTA
# OXTR potentiator: human OXTR potentiation; activation, % at 3 µM; CHO-OTR cells, Fluo-8 calcium fluorescence, potentiator mode; 0% = oxytocin EC15, 100% = EC100; 320,000 compounds, 0.061% hits; P30559;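 active = activation above that plate's cutoff, the mean activation of tested compounds plus 3 SD, cut at about 6.6% in these data, passing the limit was not always enough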;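 note: 100% uses oxytocin at 75 nM as the full agonist control; some results filed as inactive read as strong as hits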
#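 Dosing: Single dose, 3.0 µM nominal final compound concentration | Material: Human OTR in CHO cells | Technique: Kinetic Fluo-8 calcium fluorescence | Benchmarks: EC15 oxytocin alone as 0%, 75 nM oxytocin as 100% | Probe or stimulus: Oxytocin at about EC15, sub-maximal agonist stimulus | Incubation: Compound 6 min at room temperature before oxytocin, 100 s read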
# NALP1 inh: blocks the NALP1 inflammasome reconstituted in yeast; S. cerevisiae NALP1/ASC/caspase-1 growth, X-gal OD620, 72 h; inhibition, % at 10 µM; 280,000 compounds, 0.61% hits; AID 2071; in the data active = inhibition mostly above about 24%, no sharp cut-off; inactive = mostly below about 32%; note: some compounds called inactive have numbers as strong as hits
# MEKK2 mut-MEK5: signal of MEK5 binding to mutant human MEKK2 PB1 domain; percent response, % at 10 µM; 290,000 compounds, 0.35% hits; bead flow cytometry, Alexa488-MEK5 binding to MEKK2 mutant; AID 1530; in the data active = percent response above about 24%, passing the limit was not always enough; note: inactives centre near 1; some results filed as inactive read as strong as hits
# M18AAP inhibitor: PfM18AAP enzyme inhibition | inhibition, % at 7.35 µM | 290,000 compounds, 1.2% hits | recombinant PfM18AAP, H-Glu-NHMec fluorogenic cleavage;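 active = inhibition above the campaign mean inhibition over all tested compounds plus 3 SD, cut at about 28% in these data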;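 note: 0% = plate median of test compound wells and 100% = 2 mM ZnCl2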
# MEKK2 WT-MEK5: raises or lowers MEK5 binding to wildtype human MEKK2 PB1 domain. Q9Y2U5. 290,000 compounds, 1.1% hits. bead flow cytometry, Alexa488-MEK5 binding to MEKK2 WT; actives lie on both sides. binding response (% of control), % at 10 µM. AID 1531; in the data active = binding response below about 67% or above about 130%
# V1aR counter: counter-screen for oxytocin receptor agonists: human V1a receptor agonists. P37288. CHO-V1R cells, Fluo-8 calcium fluorescence, agonist mode; 0% DMSO, 100% 3 nM vasopressin. activation, % at 3 µM. 320,000 compounds, 0.25% hits. AID 2797;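 active = activation above the mean activation of all tested compounds plus 3 SD, per screening run, cut at about 20% in these data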;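 note: signal is peak over basal fluorescence ratio across a 100 second FLIPR read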
# Target sequence (P37288 whole entry, looked up): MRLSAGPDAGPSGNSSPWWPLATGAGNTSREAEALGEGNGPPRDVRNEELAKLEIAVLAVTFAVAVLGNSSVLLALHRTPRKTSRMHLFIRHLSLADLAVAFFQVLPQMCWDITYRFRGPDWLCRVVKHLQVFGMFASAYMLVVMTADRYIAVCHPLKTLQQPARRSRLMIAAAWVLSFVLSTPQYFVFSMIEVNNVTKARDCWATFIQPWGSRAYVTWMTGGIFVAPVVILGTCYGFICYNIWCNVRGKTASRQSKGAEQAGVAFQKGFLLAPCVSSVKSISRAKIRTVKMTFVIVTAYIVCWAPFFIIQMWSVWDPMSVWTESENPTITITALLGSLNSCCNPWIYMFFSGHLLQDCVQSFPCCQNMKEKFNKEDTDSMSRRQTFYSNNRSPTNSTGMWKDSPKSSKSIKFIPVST
# * hit, by the source's call; . = not tested or not shown; [ ] = remark or other dose.
SMILES,GPR7 antag,GalR3 antag,OXTR ag,OXTR potentiator,NALP1 inh,MEKK2 mut-MEK5,M18AAP inhibitor,MEKK2 WT-MEK5,V1aR counter
O=C(NNC(=S)NC(=O)c1cccc([N+](=O)[O-])c1)c1ccc(Br)cc1,-5,-14,8.5,-9,-14,14,14,103,1.5
Cc1nc2cc(N3CCN(C)CC3)c(NC(=O)Cc3ccccc3)cc2c(=O)n1Cc1ccccc1,9,6,-0.1,-8,-1,7,5,116,0.6
C[C@@]12C(=O)N(Cc3ccccc3)CC(=O)N1[C@H]1c3cc(Cl)ccc3OC[C@@H]1[C@@H]2c1ccccc1,.,-1,0.9,-6,.,.,.,.,-0.3
COc1ccccc1N1C(=O)C2CCC(c3ccccc3)CC2C1=O (stereo not drawn),-5,-2,1.7,-7,46,0,-4,104,4.0
COc1ccc(CNC(=O)CCC(=O)N2CCN(S(=O)(=O)c3ccc(Cl)cc3)CC2)cc1,-5,0,-1.0,-15,23,-3,-6,85,1.9
Cc1[nH]c2ccccc2c1C(=O)C(=O)N1CCN(c2ccccc2F)CC1,9,-2,2.1,-7,23,1,-8,101,2.2
CCn1nc(C)c(/C=N\NC(=O)c2cccc(OC)c2)c1C,12,1,1.1,-4,28,-2,14,98,0.7
O=C(c1cccn(Cc2ccc(Cl)c(Cl)c2)c1=O)N1CCOCC1,-2,-4,0.6,-1,8,0,3,104,0.7
O=C(CCc1ccc(O)cc1)NNC(=S)NCCc1ccccc1,-8,-7,-1.0,0,-7,-3,8,98,0.5
CC(c1c(O)c2ccccc2[nH]c1=O)C1(C)CCC(O)C(C)(C)O1 (stereo not drawn),-9,1,-1.4,-3,0,3,-2,100,-0.1
CCN(c1ccccc1)S(=O)(=O)c1ccc(Cl)c(NC(=O)CN(C)C2CCN(C)CC2)c1,2,-1,2.3,-2,.,-11,-8,105,1.3
N#CCc1nc2ccccc2c(=O)[nH]1,-13,-5,0.1,-1,-2,6,4,104,2.2
CCn1c(SCC(=O)NCc2ccc3c(c2)OCO3)nnc1-c1ccncc1,0,-2,-0.7,-11,8,-7,-7,95,0.3
Cc1ccc(Nc2c([N+](=O)[O-])cc(C(=O)N3CC(=O)Nc4ccccc43)cc2[N+](=O)[O-])c(C)c1,0,0,-1.1,-28,7,10,-8,102,-0.1
C=CCn1c(SCC#N)nc2c(c1=O)C(C)(C)Cc1ccccc1-2,-4,-1,-2.3,-6,-10,.,3,.,-1.2
CCC(CC)COC(=O)C1=C(C)NC(=O)NC1c1ccc2c(c1)OCO2 (stereo not drawn),-15,-9,-1.3,1,-9,-3,1,95,-1.4
Cc1cccc(NC(=O)CS(=O)(=O)Cc2ccccc2)n1,-12,-5,-0.3,-5,2,2,-2,97,0.3
CC(=O)N1c2ccc(S(=O)(=O)N3CCC(C(=O)Nc4cccc(C)c4)CC3)cc2CC1C (stereo not drawn),-7,-5,5.2,-10,23,3,-12,108,8.2
COc1cc(-c2nc(-c3ccc(Br)o3)no2)cc(OC)c1OC,12,3,-0.5,-10,3,9,5,105,-0.8
COc1ccccc1CNC(=O)Cn1nc(C)c([N+](=O)[O-])c1C,.,-7,-1.3,-11,.,.,.,.,-0.9
CCn1nnc(NC(=O)c2ccc(-c3ccccc3[N+](=O)[O-])o2)n1,-2,-7,-0.8,-7,6,-8,-8,72,0.1
Cc1ccc(N2C(=O)SC(Cc3ccccc3)C2=O)cc1 (stereo not drawn),0,-2,-2.9,-13,9,12,1,102,-2.0
O=C(COC(=O)Cn1c(C(F)(F)F)nc2ccccc21)Nc1ccc2c(c1)OCCO2,1,-8,2.2,2,-4,-3,4,100,0.3
O=C(Nc1ccccc1)c1cccnc1N1CCCC1,-2,-3,0.1,4,16,3,10,102,-0.3
CCCc1[nH]nc2c1C(c1ccccc1OC)C(C#N)=C(N)O2 (stereo not drawn),-11,-3,1.1,-8,2,3,-7,103,0.2
Cc1ccc(C2=[N+]([O-])C3(CCCCC/C3=N\NC(N)=O)N(O)C2(C)C)o1 (stereo not drawn),-18,-2,-0.1,2,-1,.,5,.,1.4
O=[N+]([O-])c1cccc(-c2nnc(C3CC3)o2)c1,-4,-5,-0.6,2,19,-20,-11,70,0.4
COc1ccccc1C#Cc1ccc2c(=O)c3ccccc3n(C)c2c1,-3,-1,-1.9,-4,26,-9,30*,66*[inhibitor],0.0
Cc1cc2c(ncn2C(C)C)c(NS(=O)(=O)c2ccc(F)cc2)c1C,-7,-7,-2.3,-4,-10,-12,-8,83,-0.6
Cc1ccc(CCNC(=O)C2CCN(C(=O)c3sccc3-n3cccc3)CC2)cc1,22,-5,-0.8,-17,2,-1,-1,101,2.1
CCOc1ccc(N2CC(C(=O)Nc3ccc(S(=O)(=O)Nc4ncccn4)cc3)CC2=O)cc1 (stereo not drawn),-11,3,0.3,-5,18,-13,4,93,0.6
CCOC(=O)c1ccccc1NC(=O)c1cc2ccccc2o1,-21,-10,.,.,9,6,-6,105,.
COc1ccc(CN(Cc2ccccn2)S(=O)(=O)c2ccc(-n3cnnn3)cc2)cc1,7,.,4.4,-11,1,-2,-4,102,4.6
CCc1ccc(/C([O-])=C(/C(=S)NCCN2CCOCC2)[n+]2ccccc2)cc1,8,-5,0.1,-7,3,-4,2,100,0.0
Cc1ccccc1OCC(=O)N/N=C1\CC(=O)CC(C)(C)C1,-10,4,-0.8,-9,4,5,6,101,-0.6
CC(NO)/C(=N\O)c1cccs1 (stereo not drawn),-6,-2,-0.2,-3,16,0,0,98,0.8
COC(=O)CCC(=O)OC1(C)C(=O)C2=CN(CC(C)C)C(c3ccc(OC)cc3)=CC2=C(Br)C1=O (stereo not drawn),.,.,-0.5,-3,-14,1,.,-7.0*[inhibitor],2.2
COc1ccc(S(=O)(=O)NC2CCN(Cc3ccccc3)CC2)cc1NC(C)=O,.,-2,0.8,1,.,.,.,.,0.4
Cc1cc(-c2ccccc2)nc(N(C)N)c1S(C)(=O)=O,-17,0,-1.5,-6,15,-4,-12,96,-0.4
O=C(O)c1cccc(N2C(=O)CCC2=O)c1,-9,.,.,.,.,-20,1,84,.
O=C(NN1C(=O)c2ccccc2C1=O)C1C2CCCCC21 (stereo not drawn),4,2,-1.6,-7,19,-1,10,95,0.2
CCOC(=O)CN1C(=O)N[C@@H](CCc2ccccc2)C(C(C)=O)=C1C,.,-1,-0.6,-9,.,-1,.,101,-0.5
CC(Oc1ccccc1)C(=O)OCC(=O)NC(=O)NC1CCCCC1 (stereo not drawn),.,-4,-0.3,4,.,.,.,.,0.1
CC(=O)Nc1ccc(C=NNc2ccc([N+](=O)[O-])cc2S(=O)(=O)Nc2ccccc2C(=O)O)cc1,.,-7,-0.4,-6,.,.,.,.,-0.2
COc1ccc(C2OC(=O)CC2C(=O)NC2CCCCCC2)cc1OC (stereo not drawn),26*,-2,0.1,4,-29,4,-4,100,0.4
CSc1ccc(CCNC(=O)c2cc(-c3ccccc3)c(N3CCOCC3)s2)cc1,2,-8,-2.0,-3,12,3,-2,98,-0.7
CCN1CCN(C(=O)c2ccccc2N(Cc2ccccc2)S(C)(=O)=O)CC1,3,-1,-0.7,-12,7,-1,-7,93,0.5
CCOc1ccc(C(O)c2nccn2C)cc1 (stereo not drawn),7,-5,-0.1,-11,-12,-2,3,104,0.7
CC(Oc1ccc(Cl)cc1)c1ccn[nH]1 (stereo not drawn),-19,-6,0.8,4,19,3,-7,103,1.3
O=[N+]([O-])c1ccc(Oc2ccc(F)cc2)c2ccncc12,2,-2,-2.6,-8,19,-17,6,88,-1.4
Cc1ccc(NC(=O)/C=C/c2cccc(C(F)(F)F)c2)cc1,-3,-2,-1.2,-7,32,8,-2,103,2.4
OCc1nc2ccccc2n1/N=C/c1cccs1,-9,-6,0.2,-9,6,5,9,98,0.6
CCCCSCc1cc(C(=O)O)oc1C(C)(C)C,-13,-7,0.8,-5,8,3,-5,102,0.3
COc1ccc2nc(N3CCC(C)CC3)c(C#N)cc2c1,-8,-7,-1.4,-11,23,-6,2,89,-0.6
CC(C)(C)NC(=O)c1ccc2c(c1)N(CC(=O)N1CCCCC1)C(=O)C(C)(C)O2,6,4,-1.2,-5,36,-3,1,100,0.0
O=C(CSc1nc2c(c(=O)n1-c1ccc(Br)cc1)SCC2)NCC1CCCO1 (stereo not drawn),13,.,2.9,-7,5,2,-9,92,-0.7
CCCCN(CCCC)CCNC(=O)c1cn(C)c2ccc(S(=O)(=O)N(C)C3CCCCC3)cc2c1=O,-2,5,-1.4,-3,23,-1,3,108,0.4
COc1ccc(OC)c(CCNC(=O)c2ccc(CS(=O)Cc3ccc(Cl)cc3)o2)c1 (stereo not drawn),-6,-2,1.2,-7,4,3,-5,102,2.5
O=C1c2ccccc2C(O)N1c1cccnc1 (stereo not drawn),-9,.,-0.2,3,50,12,-10,105,-0.2
COc1ccc(CNC(=O)c2oc3ccc(S(=O)(=O)N4CCOCC4)cc3c2C)cc1,9,-8,2.5,-9,-7,1,-1,100,4.1

# Further structures follow.
SMILES,GPR7 antag,GalR3 antag,OXTR ag,OXTR potentiator,NALP1 inh,MEKK2 mut-MEK5,M18AAP inhibitor,MEKK2 WT-MEK5,V1aR counter
O=S(=O)(c1cccc(-c2nnc(-c3cccnc3)o2)c1)N1CCCCC1,-9,-4,-0.5,3,0,-1,-3,97,0.5
COc1ccc(N2C(=O)C(CC(=O)Nc3ccccc3)N(CCc3ccc(OC)c(OC)c3)C2=O)cc1 (stereo not drawn),-1,-7,0.6,-3,5,-4,5,98,-0.1
COC(=O)c1nn(-c2cccc(Cl)c2)cc(OC)c1=O,6,-8,-1.0,-4,9,12,-11,114,0.7
COc1ccccc1NS(=O)(=O)c1ccc(C(=O)NCC(c2ccccc2OC)N(C)C)cc1 (stereo not drawn),-7,-3,.,.,0,2,6,102,.
O=C(CC1Sc2ccccc2NC1=O)OCc1cc(=O)oc2cc(O)ccc12 (stereo not drawn),-16,2,5.1,-9,23,-2,7,98,4.9
Cc1ccc(S(=O)(=O)Nc2cccc3c2O[C@H](CN(C)C(=O)Nc2ccc(C(F)(F)F)cc2)[C@@H](C)CN([C@H](C)CO)C3=O)cc1,.,-6,-0.7,-6,.,.,.,.,1.3
Cc1oc(-c2cc(F)ccc2F)nc1CN1CCN(C)C(=O)[C@@H]1C,11,-6,-0.8,-7,5,-11,11,22*,0.7
CCc1nnc(NC(=O)Cn2nc(-c3ccc(OC)c(OC)c3)ccc2=O)s1,-1,-4,-0.1,-7,3,7,4,114,0.1
c1ccc(Nc2cccc3c(Nc4ccccc4)cccc23)cc1,-16,-3,-1.2,0,.,4,4,109,-1.0

# Part of the list above in order of SMILES length, high to low.
SMILES,GPR7 antag,GalR3 antag,OXTR ag,OXTR potentiator,NALP1 inh,MEKK2 mut-MEK5,M18AAP inhibitor,MEKK2 WT-MEK5,V1aR counter
Cc1ccc(S(=O)(=O)Nc2cccc3c2O[C@H](CN(C)C(=O)Nc2ccc(C(F)(F)F)cc2)[C@@H](C)CN([C@H](C)CO)C3=O)cc1,.,-6,-0.7,-6,.,.,.,.,1.3
COc1ccccc1NS(=O)(=O)c1ccc(C(=O)NCC(c2ccccc2OC)N(C)C)cc1 (stereo not drawn),-7,-3,.,.,0,2,6,102,.
Cc1oc(-c2cc(F)ccc2F)nc1CN1CCN(C)C(=O)[C@@H]1C,11,-6,-0.8,-7,5,-11,11,22*,0.7
c1ccc(Nc2cccc3c(Nc4ccccc4)cccc23)cc1,-16,-3,-1.2,0,.,4,4,109,-1.0

# Compound activity (PubChem)
